# High-throughput results (PubChem)
# Cav32 inh = human Cav3.2 channel inhibition, primary screen; B-score at 10 µM; 100,000 tested, 4% active; Cav3.2-expressing cells, Fluo-4 calcium fluorescence FDSS; active compounds read low; AID 449739;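 active = single-dose well whose peak fluorescence ratio is a statistical outlier from its plate by either plate-standardised score or position-corrected B-score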
# Target sequence (O95180 whole entry, looked up): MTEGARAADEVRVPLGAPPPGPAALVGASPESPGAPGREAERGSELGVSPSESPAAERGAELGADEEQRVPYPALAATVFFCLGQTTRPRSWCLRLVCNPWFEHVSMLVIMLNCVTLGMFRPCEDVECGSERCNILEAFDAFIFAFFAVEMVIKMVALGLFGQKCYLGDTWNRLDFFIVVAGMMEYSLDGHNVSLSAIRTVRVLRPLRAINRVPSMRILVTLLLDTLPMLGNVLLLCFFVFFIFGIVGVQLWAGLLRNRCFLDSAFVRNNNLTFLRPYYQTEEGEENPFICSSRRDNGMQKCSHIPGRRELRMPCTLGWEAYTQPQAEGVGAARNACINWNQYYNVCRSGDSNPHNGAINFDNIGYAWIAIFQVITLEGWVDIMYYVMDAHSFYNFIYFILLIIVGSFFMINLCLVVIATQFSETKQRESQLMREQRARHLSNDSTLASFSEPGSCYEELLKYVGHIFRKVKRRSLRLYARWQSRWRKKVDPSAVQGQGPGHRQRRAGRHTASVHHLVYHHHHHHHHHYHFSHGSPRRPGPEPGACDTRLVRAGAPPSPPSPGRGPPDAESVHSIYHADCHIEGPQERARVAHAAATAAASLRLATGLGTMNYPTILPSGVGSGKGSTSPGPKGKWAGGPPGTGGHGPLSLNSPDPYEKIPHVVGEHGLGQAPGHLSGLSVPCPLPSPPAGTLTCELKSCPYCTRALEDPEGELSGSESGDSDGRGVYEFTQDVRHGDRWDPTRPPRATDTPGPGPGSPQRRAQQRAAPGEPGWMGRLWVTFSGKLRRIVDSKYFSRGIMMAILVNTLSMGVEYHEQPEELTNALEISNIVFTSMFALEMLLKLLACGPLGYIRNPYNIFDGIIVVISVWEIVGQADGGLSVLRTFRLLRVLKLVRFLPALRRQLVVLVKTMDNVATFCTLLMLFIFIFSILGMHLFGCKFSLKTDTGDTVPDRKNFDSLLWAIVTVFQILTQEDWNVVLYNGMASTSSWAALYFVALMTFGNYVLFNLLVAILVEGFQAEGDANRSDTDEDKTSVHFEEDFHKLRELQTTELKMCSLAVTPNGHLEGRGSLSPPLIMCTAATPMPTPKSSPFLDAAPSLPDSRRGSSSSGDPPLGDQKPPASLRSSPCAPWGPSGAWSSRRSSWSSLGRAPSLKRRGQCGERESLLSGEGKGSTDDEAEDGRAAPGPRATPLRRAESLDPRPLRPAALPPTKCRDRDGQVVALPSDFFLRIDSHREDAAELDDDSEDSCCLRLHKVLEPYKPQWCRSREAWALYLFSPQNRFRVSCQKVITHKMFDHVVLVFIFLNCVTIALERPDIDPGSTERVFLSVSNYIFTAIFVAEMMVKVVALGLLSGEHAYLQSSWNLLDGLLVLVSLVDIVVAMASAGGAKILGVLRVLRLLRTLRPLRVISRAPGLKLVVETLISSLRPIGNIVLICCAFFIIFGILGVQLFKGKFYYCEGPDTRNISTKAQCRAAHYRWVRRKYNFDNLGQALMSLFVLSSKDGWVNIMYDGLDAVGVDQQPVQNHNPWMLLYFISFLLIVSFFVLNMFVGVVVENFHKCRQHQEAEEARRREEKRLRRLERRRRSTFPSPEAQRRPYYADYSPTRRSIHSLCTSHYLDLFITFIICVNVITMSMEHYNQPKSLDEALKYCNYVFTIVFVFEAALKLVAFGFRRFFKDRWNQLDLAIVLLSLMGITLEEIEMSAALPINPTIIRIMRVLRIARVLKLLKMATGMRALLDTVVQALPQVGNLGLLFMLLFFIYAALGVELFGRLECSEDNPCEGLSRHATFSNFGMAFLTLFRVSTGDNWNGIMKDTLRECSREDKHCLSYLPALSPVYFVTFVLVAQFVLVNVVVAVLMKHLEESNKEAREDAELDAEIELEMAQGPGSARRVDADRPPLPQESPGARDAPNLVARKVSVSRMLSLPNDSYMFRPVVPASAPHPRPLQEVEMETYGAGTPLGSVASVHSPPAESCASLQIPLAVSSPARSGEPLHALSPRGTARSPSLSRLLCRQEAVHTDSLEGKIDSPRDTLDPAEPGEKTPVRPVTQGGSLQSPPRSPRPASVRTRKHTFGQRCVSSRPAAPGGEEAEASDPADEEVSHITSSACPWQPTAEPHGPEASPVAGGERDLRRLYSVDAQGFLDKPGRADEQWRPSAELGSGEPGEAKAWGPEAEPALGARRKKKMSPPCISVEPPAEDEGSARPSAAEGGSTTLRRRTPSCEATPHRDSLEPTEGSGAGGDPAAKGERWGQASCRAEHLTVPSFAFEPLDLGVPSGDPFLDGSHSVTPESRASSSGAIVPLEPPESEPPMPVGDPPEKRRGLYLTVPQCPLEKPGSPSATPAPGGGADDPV
# Numbers without * were called inactive. The list is partial, so the mix of outcomes need not match the whole.
# Start of the data: the first four records as a preview:
compound	Cav32 inh
O=C(c1ccccc1)c1cnc(Nc2ccccc2Cl)s1	-4.1
O=C(N/N=C/c1cn(-c2ccccc2)nc1-c1ccccc1)c1ccco1	0.35
Cc1oc(C(=O)O)cc1CSc1nnc(-c2ccccc2)n1C	1.1
Cc1ccc(-n2c(=O)[nH]c3c(C(N)=O)nc(CC(C)C)nc32)cc1	1.6

# The list itself (from the top)
compound	Cav32 inh
O=C(c1ccccc1)c1cnc(Nc2ccccc2Cl)s1	-4.1
O=C(N/N=C/c1cn(-c2ccccc2)nc1-c1ccccc1)c1ccco1	0.35
Cc1oc(C(=O)O)cc1CSc1nnc(-c2ccccc2)n1C	1.1
Cc1ccc(-n2c(=O)[nH]c3c(C(N)=O)nc(CC(C)C)nc32)cc1	1.6
CN1C(=S)SC(N(O)C(=O)Nc2ccccc2)C1(C)C (configuration not stated)	0.35
CCOC(=O)N1CCC(NC(=O)c2cc(C(=O)NC3CCCC3)ccc2CO)CC1	1.4
c1csc(CN2CCOCC2)c1	0.6
CCCNC(=O)COc1ccc(S(=O)(=O)Nc2ccc(C)cc2)cc1	-0.24
Cc1ccc(NC(=O)CCSc2nnc(-c3ccco3)o2)cc1	0.65
Cc1ccc(C)c(NC(=O)CN(C)S(=O)(=O)c2ccccc2)c1	0.58
CCc1ccccc1NC(=O)CSc1nc(-c2ccccc2)nn1C(=O)c1cccc([N+](=O)[O-])c1	-0.96
COCCNC(=O)C(c1ccccc1)N(C(=O)Cn1nnc2ccccc21)c1cccnc1 (configuration not stated)	-0.069
COc1ccc(C2(CCN)CC(C)N(C)CC2C)cc1 (configuration not stated)	0.28
Cc1oc2ncnc(N)c2c1C	0.57
Fc1ccc2c(Cl)c(-c3nnc(-c4cccs4)o3)sc2c1	0.2
Cc1cc(O)cc(C)c1Cl	-0.53
Cc1onc(-c2c(Cl)cccc2Cl)c1C(=O)NCc1ccco1	-0.006
COc1ccccc1OCC(=O)Nc1ccc(Cl)cc1	-1.5
CN1C(=O)c2cccc3c(S(=O)(=O)NCc4ccco4)ccc1c23	0.99
Cc1cc(C(=O)NCCCN2CCN(C3CCCCC3)CC2)n(-c2ccccc2)n1	1.8
CCN(CC)C(=O)CNC(=O)Cc1ccc(Cl)cc1	0.055
COc1cc(-c2nnc(COc3ccc4cc(Br)ccc4c3)o2)cc(OC)c1OC	-0.64
Cc1ccccc1N/N=C1\CCCNC1=O	0.66
O=C(/C=C/c1cccs1)N1CCC2(CC1)Oc1ccc(Cl)cc1C(=O)C21CC(c2ccccc2)=NO1 (configuration not stated)	-1.6
CC(=O)N1CCN(c2ccc([N+](=O)[O-])c(NCC3CCCO3)c2)CC1 (configuration not stated)	0.3
CCOc1ccc(C(=O)CN2CCN(S(=O)(=O)c3ccc(Cl)cc3)CC2)cc1	0.61
Nc1ccnn1Cc1cccnc1	0.39
Cc1nc2ccccc2c(=O)n1/N=C/c1cccnc1	0.36
COC(=O)c1ccccc1NC(=O)C(C)Oc1ccccc1 (configuration not stated)	-2.8
CC(=O)Oc1cc2c(C(=O)NCCN3CCOCC3)c(C)oc2c2ccccc12	1.6

# As a short view, some entries already given.
compound	Cav32 inh
O=C(c1ccccc1)c1cnc(Nc2ccccc2Cl)s1	-4.1
O=C(N/N=C/c1cn(-c2ccccc2)nc1-c1ccccc1)c1ccco1	0.35
Cc1oc(C(=O)O)cc1CSc1nnc(-c2ccccc2)n1C	1.1
Cc1ccc(-n2c(=O)[nH]c3c(C(N)=O)nc(CC(C)C)nc32)cc1	1.6
CN1C(=S)SC(N(O)C(=O)Nc2ccccc2)C1(C)C (configuration not stated)	0.35
CCOC(=O)N1CCC(NC(=O)c2cc(C(=O)NC3CCCC3)ccc2CO)CC1	1.4

# (next part)
compound	Cav32 inh
O=C1CC(SC(=Nc2ccccc2)Nc2ccccc2)C(=O)N1c1ccc(Cl)cc1 (configuration not stated)	0.89
N#CC1=C(N)Oc2n[nH]c(-c3cccs3)c2C1c1ccoc1 (configuration not stated)	0.18
O=C(COc1ccccc1Cl)OCC(=O)N1CCN(S(=O)(=O)c2ccccc2)CC1	0.36
CCc1ccc(-c2nc(CSCC(=O)N3CCN(c4ccccn4)CC3)c(C)o2)cc1	-6.8*
CN(C)S(=O)(=O)c1ccc(C(=O)OCCCN=C2NS(=O)(=O)c3ccccc32)cc1	0.19
CC(=O)Nc1cccc(C(=O)Nc2ccccc2C(=O)O)c1	-0.77
COc1cc(C(=O)OC(C)C(=O)N2CCc3ccccc3C2)ccc1OCC(=O)N1CCOCC1 (configuration not stated)	1.2
Cc1cc2c(cc1C)CSC(c1ccc3ccccc3c1O)SC2	-0.46
Cc1ccc(S(=O)(=O)Oc2ccccc2/C=N/NC(=O)c2c(Cl)cnn2C)cc1	-8.9*
O=C(CN1C(=O)C2CC=CCC2C1=O)Nc1nccs1 (configuration not stated)	0.018
CS(=O)(=O)N(CC(=O)NCCSc1ccccc1)c1ccc2c(c1)OCO2	0.0034
O=C(C1CCC(CNc2c(N3CCCCC3)c(=O)c2=O)CC1)N1CCc2ccccc2C1 (configuration not stated)	0.35
COC(=O)Nc1c(C)nn(Cc2ccccc2C)c1C	-0.13
Cc1cc(=O)n2nc(N3CCCC3C(=O)NCc3ccccn3)sc2n1 (configuration not stated)	0.26
O=C(Nc1ccc(N2CCOCC2)cc1)c1cc2ccccc2o1	-0.022
CCCc1n[nH]c2c1/C(=N/O)CC(c1ccccc1)C2 (configuration not stated)	-0.22
Cc1csc(NC(=O)c2ccoc2C)n1	0.38
CN(C1CCS(=O)(=O)C1)S(=O)(=O)c1ccc(C2CCCCC2)cc1 (configuration not stated)	0.39
CN(C)/C=C/C(=O)c1ccc(F)cc1	0.052
CCOc1ccc(N(CC(=O)NCc2ccccc2OC)S(C)(=O)=O)cc1	-0.26
O=C(Nn1cnnc1)C(Sc1ccccc1)c1ccccc1 (configuration not stated)	0.82
COC(=O)c1sccc1NC(=O)Cn1nnc(-c2ccc(C)cc2)n1	-0.041
O=C(O)C1CC=CCC1C(=O)Nc1cc(Cl)ccc1Cl (configuration not stated)	-1.5
CCOC(=O)c1ccc2nc(C)c(CCC(C)=O)c(Cl)c2c1	0.91
CCCC1=C(C(=O)OCC)C(c2ccc(N(C)C)cc2)n2ncnc2N1 (configuration not stated)	-1
O=C(N/N=C/C=C/c1ccccc1)C1CC1(c1ccccc1)c1ccccc1 (configuration not stated)	-2.1
Cc1cc(Cl)ccc1NC(=O)CSc1nnc(Cc2cccs2)n1Cc1ccco1	-7.6*
COC(=O)c1cc2ccccn2c2c(C(=O)OC)c(C(=O)OC)cc1-2	1.3
CCOC(=O)c1ccccc1NC(=O)CN1C(=O)c2ccccc2S1(=O)=O	0.19
O=C(NCc1ccc(F)cc1)c1cnc(-c2ccccn2)nc1C(F)(F)F	0.41
COc1ccccc1N(CC(=O)N1CCCCC1)S(=O)(=O)c1ccccc1	0.015
CCOc1ccc(C2c3c(oc4ccccc4c3=O)C(=O)N2c2ccc(C)cn2)cc1OC (configuration not stated)	-0.22
O=C(O)C1CCN(c2c([N+](=O)[O-])cc(C(F)(F)F)cc2[N+](=O)[O-])CC1	-0.33
Cc1cccn2c(=O)c(C=NCc3ccccc3)c(NCCO)nc12	0.2
COC(=O)c1ccc(-n2c(C)ccc2-c2ccccc2)cc1	-1.2
CCc1cc(C(=O)OC)c(N2C(=O)C3C4C=CC(C4)C3C2=O)s1 (configuration not stated)	-0.55
COc1ccc(C(=O)OCC(=O)Nc2ccc(F)c(F)c2F)cc1OC	0.015
CC(C)CC(NC(=O)OC(C)(C)C)c1cn([C@@H](CCCCNC(=O)OC(C)(C)C)C(=O)N2CCN(C(=O)OC(C)(C)C)CC2)nn1 (some centres not stated)	-1.3
CC(=O)Nc1ccc2c(c1)OCCO2	1.4
Cc1ccc(SCC(=O)O/N=C(\N)c2ccc([N+](=O)[O-])cc2)cc1	0.094
O=C1CCc2cc(S(=O)(=O)N3CCC(C(=O)NC4CCCC4)CC3)ccc2N1	-4
CC(C)OC(=O)CSc1nnc(-c2cnccn2)n1Cc1ccco1	0.26
CCCc1[nH]nc2c1C(c1cc(OC)cc(OC)c1)C(C#N)=C(N)O2 (configuration not stated)	-0.4
CCOc1cc(C(=O)N(C)Cc2cc3ccccc3[nH]c2=O)cc(OCC)c1OCC	1.1
CCn1nnnc1SCC(=O)NCc1ccc2c(c1)OCO2	0.044
CC(=O)n1cc([C@@H]2C=C(C(=O)Nc3ccccc3)O[C@H](OCCCCO)C2)c2ccccc21	-0.099
O=C(CSc1nc2ccccc2n1Cc1ccccc1)N/N=C/c1ccco1	-4*
COc1nc(-c2ccc(Cl)cc2)ccc1-c1noc(-c2cccs2)n1	0.24
Cc1cccn2c(=O)c3cc(C#N)c(=O)n(-c4c(C)n(C)n(-c5ccccc5)c4=O)c3nc12	0.38
COc1ccc(C(=O)OCC(=O)NCc2ccco2)cc1S(=O)(=O)N1CCN(c2cccc(Cl)c2)CC1	-7.4*
Cc1ccc(OC(=O)c2ccc(S(=O)(=O)N(C)C)cc2)c(-n2nc3ccccc3n2)c1	-0.37
Nc1ncnc2c1CCC2	0.0063
O=C(NCc1ccccn1)Nc1ccc(Cl)c(Cl)c1	-2.7
O=C(OCCOCCN=C1NS(=O)(=O)c2ccccc21)c1ccncc1	-1.6
COc1ccccc1C(=O)N(Cc1cccs1)C1CCS(=O)(=O)C1 (configuration not stated)	0.63
O=[N+]([O-])c1ccc(-c2cc(-c3ccncc3)nc3ccc4ccccc4c23)cc1	-0.87
C=CCc1cc(C)cc(C)c1OCCn1cncn1	1.1
CCc1nnc(NC(=O)CCC(=O)N2CCCC2)s1	-2.1
O=c1c2[nH]c3ccccc3c2ncn1CCN1CCCCC1	0.66
CC(C)N(C(=O)COC(=O)c1cc(Cl)cc(Cl)c1N)C(C)C	-3.6

# (cont.)
compound	Cav32 inh
C=CCSc1nc(C)cc(/C=C\c2ccccc2)c1C#N	-3
COc1ccc(CCN2C(=O)c3ccccc3C2(O)c2ncc[nH]2)cc1OC (configuration not stated)	-2.3
COC(=O)c1[nH]c2cccc(OC)c2c1NC(=O)CCN1CCN(c2ccccc2OC)CC1	1.3
CCS(=O)(=O)Nc1ccc(-c2nnc(SCC(=O)c3cccc(OC)c3)o2)cc1	0.002
COc1ccc(NS(=O)(=O)c2ccc(C)c(C(=O)O)c2)cc1	0.27
COc1ccc(C2=NCC(CSc3nccc(=O)[nH]3)S2)cc1 (configuration not stated)	0.47
Cn1c(SCc2nc(-c3ccc(Cl)cc3)no2)nnc1-c1ccccc1	-0.58
CC1CCCN(CC(=O)Nc2ccc(S(=O)(=O)NC3CCCCC3)cc2)C1 (configuration not stated)	-0.49
CC(C)CNCC(=O)N1c2ccccc2Sc2ccccc21	0.7
O=C(CN(CC1CCCO1)C(=O)CNS(=O)(=O)c1ccc(Cl)cc1)NCC1CCCO1 (configuration not stated)	-0.046
Cc1cc(NCCN2CCOCC2)n2nc(C)c(-c3ccccc3)c2n1	2.5
COc1cc(C2NC(=O)NC(C)=C2C(=O)Nc2cccc(C)c2C)cc(OC)c1OC (configuration not stated)	0.73
O=C(c1ccco1)N1CCN(S(=O)(=O)c2ccc(S(=O)(=O)NC3CCCC3)cc2)CC1	-0.02
O=C(Cn1nnc(-c2ccccc2NC(=O)c2ccccc2)n1)Nc1ccc2c(c1)OCCO2	-0.5
O=C(Nc1c(Cl)cc(Cl)cc1C(=O)NCCN1CCOCC1)c1ccc(Cl)cc1Cl	2.1
Cn1c(/C(C#N)=C(\O)COc2ccc3ccccc3c2)nc2ccccc21	-0.026
Cc1ccc2cc(C#N)c(SCC(=O)NCc3ccco3)nc2c1	0.38
COc1ccccc1C(=O)Nc1nnc(-c2ccc(F)cc2)o1	-0.48
CCOC(=O)Cc1csc(NC(=O)CSc2nncn2C)n1	-0.52
CC(C)OC(=O)CSc1nnc(Cc2ccccc2)n1CC1CCCO1 (configuration not stated)	0.78
CCOC(=O)c1ccccc1NC(=O)Cn1cnc2c(nnn2-c2ccc(C)cc2)c1=O	0.92
COC(=O)c1cc(-c2ccccc2)n(CCN)c1C	-0.31
COc1ccc(N2CCN(C(=O)CSc3nnc(-c4cccnc4)n3-c3ccc(F)cc3)CC2)cc1	1.4
O=C1CC(N2CCOCC2)C(=O)N1c1ccc2c(c1)OCO2 (configuration not stated)	-0.16
CCn1c2ccccc2c2cc(NC(=O)COC(=O)Cc3cn4ccsc4n3)ccc21	0.25
O=C(CCc1ccccc1O)N/N=C/c1ccc(Sc2cccc3cccnc23)o1	-1.8
Cc1ccc(C)c(N2CCN(C(=O)CCn3c(=S)[nH]c4cc5c(cc4c3=O)OCO5)CC2)c1	-0.8
Cc1ccc(SCCC(=O)N2CCOCC2)cc1	-0.99
Cc1noc(/C=C/c2ccco2)c1S(=O)(=O)N1CCC(C(=O)N2CCc3ccccc32)CC1	-3.9
Cc1ccccc1NC(=O)CSc1nc2cc3c(cc2cc1C)CCC3	-0.61
N#CC1=C2Sc3ccccc3N2CCCC1=O	0.36
CCn1c(CNC(=O)COc2ccc(C(C)C)cc2)nnc1SCC(=O)Nc1ccc(F)cc1	-3.7
CCCc1nc(SCC(=O)N2CCc3ccccc3C2)c2ccccc2n1	-2.5
CCOC(=O)C1=NNC(C(=O)c2ccccc2)C1c1ccc(OC)cc1 (configuration not stated)	0.062
N#Cc1cc(C#N)c(N2CCN(c3cccc(Cl)n3)CC2)nc1N	-1.7
Cc1ccc(C)c(S(=O)(=O)NCc2cccnc2)c1	-0.14
CCN1C(=O)N[C@@H](c2cccc(C(F)(F)F)c2)[C@H](C(C)=O)[C@H]1C	-0.37
O=C(Nc1ccccc1)c1cccnc1N1CCCC1	-0.45
COc1ccc2c(c1OC)C(=O)OC2Nc1nc(-c2ccccc2)cs1 (configuration not stated)	1.7
